ERK EGF block: qHTS Assay for Inhibitors of the ERK Signaling Pathway using a Homogeneous Screening Assay; Stimulation with EGF. HEK293-V1b, EGF-stimulated phospho-ERK AlphaScreen. Potency, µM (highest dose often 11.5 µM), without a hit: at the top dose activity change, negative = inhibition, actives largely listed as inhibitors. 130,000 tested, 0.41% active. AID 1454, 2008; active means well fitted inhibition curve with a large enough effect; inconclusive means small, poorly fitted or top-dose-only effect, or effect the other way;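 further: plate controls were stimulated vehicle wells for no effect and unstimulated vehicle basal for full effect; nearly all actives have a fitted effect of over 55% in size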
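After overnight plating in 1% FBS, HEK293-V1b cells received test compound for half an hour, then a 5 min pulse of EGF (25 nM); ERK phosphorylation in lysates was read by bead-based AlphaScreen.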
* = called active by the depositor; [ ] = dose if it differs, or a comment. Potency means the concentration at half of the fitted maximal effect. Some of the compounds tested (hit frequency here may not be typical).

For CC(=O)c1ccc(NC(=O)C(C)OC(=O)c2ccc(NS(=O)(=O)c3ccc(F)c(F)c3)cc2)cc1 (configuration not stated) the results were ERK EGF block 7%.
`CC(=O)Nc1sc2c(c1CN1CCCC1)CCCC2` gave ERK EGF block -16%[57.5 µM].
Screening CC(=O)NCCC(=O)Nc1nc(C)c(Cc2ccc3c(c2)OCO3)s1 returned ERK EGF block -13%.
For COC(=O)c1ccc(NC(=S)NCCCn2ccnc2)cc1 the results were ERK EGF block 9%.
Screening O=C(O)/C=C\C(=O)Nc1ccccc1C(=O)NCc1ccccc1 returned ERK EGF block -1%.
For CCCCCCCC(=O)N/N=C/c1ccc([N+](=O)[O-])o1 the results were ERK EGF block 6%.
Screening Cc1c(-n2c(SCC(=O)N(C)C3CCS(=O)(=O)C3)nc3ccccc3c2=O)c(=O)n(-c2ccccc2)n1C (configuration not stated) returned ERK EGF block 14%.
For Cc1cc(Oc2nc3c(C)cccn3c(=O)c2/C=C(\C#N)S(=O)(=O)c2ccccc2)ccc1Cl the results were ERK EGF block 6%.
For OC[C@H]1O[C@@H](n2cnc3c(NC4CCCC4)ncnc32)[C@H](O)[C@H]1O the results were ERK EGF block -1%.
Screening Nc1c(-c2ccccc2)c(CN2CCOCC2)nn1-c1cccc([N+](=O)[O-])c1 returned ERK EGF block 3%.
For CCSc1nc2ccccc2n1CCOc1ccccc1 the results were ERK EGF block -6%.
O=C(CSc1nnc(-c2ccccc2F)n1CCc1ccccc1)Nc1ccc2[nH]c(=O)[nH]c2c1 was read as ERK EGF block 5%.
O=C(C1=C[C@@H](c2ccc(C(F)(F)F)cc2)C[C@@H](OCc2ccc(CO)cc2)O1)N1CCOCC1 was read as ERK EGF block -8%[57.5 µM].
For COc1cccc(/C=N/n2cnc3cc(C)c(C)cc32)c1OC the results were ERK EGF block -3%[57.5 µM].
For COC(=O)c1ccc2c(=O)n(CC3CCCO3)c(SCC(=O)Nc3ccc(OC)cc3OC)nc2c1 (configuration not stated) the results were ERK EGF block -13%[57.5 µM].
COC(=O)c1cccnc1-n1c(=O)c2cccnc2n(Cc2cccc(C(F)(F)F)c2)c1=O was read as ERK EGF block -29%.
CCNC(=S)N(CCc1c(C)[nH]c2ccc(C)cc12)Cc1cc(OC)c(OC)c(OC)c1 was read as ERK EGF block -1%.
Screening Cc1nn(C)c(N)c1-c1ccccc1 returned ERK EGF block 4%.
Screening Cc1nnc(NC(=O)CC(NC(=O)C(F)(F)F)c2ccccc2)s1 (configuration not stated) returned ERK EGF block 3%.
`O=c1nc(SCc2ccc(Cl)cc2)nc(-c2ccccc2)[nH]1` gave ERK EGF block -1%[57.5 µM].
For CCN(CC)S(=O)(=O)c1ccc2c(c1)[nH]c(=S)n2CC the results were ERK EGF block 2%.
COc1cccc(CN(C)CC(=O)Nc2ccccc2C(=O)Nc2ccccc2)c1OC was read as ERK EGF block 9%.
OCCC1CN(Cc2nc3ccccc3s2)CCN1C1CCCC1 (configuration not stated) was read as ERK EGF block 4%.
For CN(CC(=O)Nc1ccc(Cl)cc1)C(=O)c1cccc(S(=O)(=O)N(C)C)c1 the results were ERK EGF block 7%.
`CCCCOc1ccc(NC(=O)[C@@H]2CCCN2C(=O)C2CCN(S(=O)(=O)c3ccc(C)cc3)CC2)cc1` gave ERK EGF block -5%.
`O=C(NCc1ccncc1)C(=O)Nc1ccc2c(c1)OCO2` gave ERK EGF block 12%.
`O=C(NC(=S)N1CCCc2ccccc21)c1ccc(Cl)cc1` gave ERK EGF block 6%.
Screening COC(=O)C1=C(C)NC(=S)NC1c1ccc(-c2ccccc2C(=O)OC)o1 (configuration not stated) returned ERK EGF block -4%.
Screening COc1ccc(CNC(=O)CS(=O)CC(=O)O)cc1OC (configuration not stated) returned ERK EGF block 0%.
CSc1ccc(CN(C)CC(=O)Nc2ccc(C)cc2Br)cc1 was read as ERK EGF block -8%.
Screening COC(=O)N[C@H](c1ccccc1)[C@@]1(C)C[C@@H]1[C@@H](C)C(=O)Nc1ccc2ccccc2c1 returned ERK EGF block -19%.
Screening Cc1ccc(CN2CCN(Cc3cnc(N(C)C)s3)CC2CCO)o1 (configuration not stated) returned ERK EGF block 16%.
Screening O=C(O)C1CC=CCC1C(=O)N1CCc2ccccc21 (configuration not stated) returned ERK EGF block 0%.
Screening O=[N+]([O-])c1ccccc1S(=O)(=O)Oc1ccccc1/C=N/n1cnnc1 returned ERK EGF block 1%.
`Cc1cc(Cl)ccc1OCCCC(=O)N/N=C/c1cccc([N+](=O)[O-])c1` gave ERK EGF block inconclusive.
Screening COc1cc(OC)c(N(C)S(=O)(=O)c2cccc(C(=O)NC3=NCCS3)c2)cc1Cl returned ERK EGF block 4%[57.5 µM].
For COc1cnc(SCCC(F)=C(F)F)[nH]c1=O the results were ERK EGF block -1%.
`Cc1ccccc1-n1c(-c2csc(C)c2C)n[nH]c1=S` gave ERK EGF block 4%.
For CC1(C)C(=O)C=C[C@]2(C)C1CC(=O)[C@]1(C)C2CC[C@@]2(C)C(c3ccoc3)OC(=O)C3O[C@@]321 (some centres not stated) the results were ERK EGF block 1%.
Screening Cc1ccccc1OCC(=O)NN1CCN(C)CC1 returned ERK EGF block 4%.

In the list so far, four have a nitro group on carbon:
For CCCCCCCC(=O)N/N=C/c1ccc([N+](=O)[O-])o1 the results were ERK EGF block 6%.
Screening Nc1c(-c2ccccc2)c(CN2CCOCC2)nn1-c1cccc([N+](=O)[O-])c1 returned ERK EGF block 3%.
Screening O=[N+]([O-])c1ccccc1S(=O)(=O)Oc1ccccc1/C=N/n1cnnc1 returned ERK EGF block 1%.
`Cc1cc(Cl)ccc1OCCCC(=O)N/N=C/c1cccc([N+](=O)[O-])c1` gave ERK EGF block inconclusive.

(next part)
For COC(=O)c1ccc(/C=N\NC(=O)CC(=O)NCCc2ccccc2)cc1 the results were ERK EGF block 2%.
For COc1cc(C)nc(Oc2ccc(OCCOc3ccccc3)nn2)n1 the results were ERK EGF block -1%.
For CCCOC(=O)c1ccc(O)c(OC)c1 the results were ERK EGF block 5%.
Screening Cc1[nH]c2ccccc2c1/C=N/NC(=O)c1cc(-c2ccccc2)n[nH]1 returned ERK EGF block -6%[57.5 µM].
COc1ccc(/C=C/C(=O)OCC(=O)Nc2ccc(S(N)(=O)=O)cc2)cc1OC was read as ERK EGF block -4%.
Screening c1ccc(-n2ncc3c(NCC4CCCO4)ncnc32)cc1 (configuration not stated) returned ERK EGF block inconclusive.
Screening CSCCC(NC(=O)C12CC3CC(CC(C3)C1)C2)C(=O)OCC(=O)c1ccc(C)cc1 (configuration not stated) returned ERK EGF block -7%.
Cc1cccc(N2CCN(c3ccc(C(N)=O)cc3[N+](=O)[O-])CC2)c1C was read as ERK EGF block -6%.
`COc1ccc(CNC(=O)COC(=O)CCc2c[nH]c3ccccc23)cc1` gave ERK EGF block -1%.
For CCOC(=O)c1ccc(NC(=S)NCCCN2CCCC2=O)cc1 the results were ERK EGF block 7%.
COc1ccc(CC(=O)NNC2=Nc3cccc4cccc2c34)cc1OC was read as ERK EGF block 3%[57.5 µM].
Screening NC(=O)c1c(/N=C/c2cccs2)sc2c1CCCC2 returned ERK EGF block 8%[57.5 µM].
CCOC(=O)C1(CCOc2ccccc2)CCN(Cc2cccs2)CC1 was read as ERK EGF block 10%.
`COc1ccc(-n2c(Cc3cccn3C)nnc2SCC(=O)N2CCOCC2)cc1` gave ERK EGF block 3%.
COC(=O)Nc1nc2ccc(Br)cc2s1 was read as ERK EGF block -12%.
Screening O=C(C1CCCN(Cc2nc(-c3ccc(Cl)cc3)no2)C1)N1CCOCC1 (configuration not stated) returned ERK EGF block -6%.
Screening CN(c1ccccc1)S(=O)(=O)c1ccc(C(=O)OCC(=O)NC(N)=O)cc1 returned ERK EGF block -16%[57.5 µM].
Cc1ccc2c(c1)COc1c3ccc(C(=O)N[C@@H](CO)C(C)C)cc3nn1-2 was read as ERK EGF block -1%[57.5 µM].
Screening COc1c(Br)cc([N+](=O)[O-])c(OC)c1C(=O)NC(=O)Nc1nc(C)cc(C)n1 returned ERK EGF block -5%[57.5 µM].
O=C(Oc1ccc(Cl)c2cccnc12)C12CC3CC(CC(C3)C1)C2 was read as ERK EGF block 6%.
For CCNCC(=O)N1c2ccccc2CCc2ccc(NC(C)=O)cc21 the results were ERK EGF block 13%.
For CCOC(=O)c1c(NC(=O)CN2C(=O)NC3(CCC(CC)CC3)C2=O)sc(C)c1-c1ccc(C)cc1 (configuration not stated) the results were ERK EGF block 4%.
Screening O=C(N/N=C/c1ccncc1)NC12CC3CC(CC(C3)C1)C2 returned ERK EGF block 0%[57.5 µM].
`Cc1ccc(NC(=O)COC(=O)c2ccc(F)cc2Cl)c(Br)c1` gave ERK EGF block -3%.
`Cc1nn(C)cc1CNC(=O)c1ccc(F)cc1` gave ERK EGF block 7%.
For COc1cc(C(=O)Nc2cc(C)cc(C)c2)c(-n2cnnn2)cc1OC the results were ERK EGF block -13%.
`COc1cc(C#N)ccc1OCC(=O)NCc1cccs1` gave ERK EGF block 1%.
Screening CCc1ccccc1OCC(=O)Nc1nc(-c2cccnc2)cs1 returned ERK EGF block -1%.
For Clc1cccc(CSC2=NCCCN2)c1 the results were ERK EGF block 0%.
For O=C1/C(=C/c2ccccc2)Oc2cc(OC(=O)N3CCOCC3)ccc21 the results were ERK EGF block 10%.
For O=C1ON=C(c2ccc(Cl)cc2)/C1=C/c1ccc(O)cc1 the results were ERK EGF block inconclusive.
`CCOC(=O)NNc1cc(C(F)(F)F)ccn1` gave ERK EGF block 6%[57.5 µM].
Screening COc1cc(CO)c(Br)cc1OCC(N)=O returned ERK EGF block -8%.
For COc1cc(/C=N/n2c(-c3cc(C)[nH]n3)n[nH]c2=S)cc(OC)c1O the results were ERK EGF block 1%[57.5 µM].
N#C/C(=C(/O)c1ccc([N+](=O)[O-])s1)c1nc2ccccc2[nH]1 was read as ERK EGF block 6%[57.5 µM].
O=C1[C@@H]2C(c3cccnc3)=NO[C@@H]2C(=O)N1c1ccc2ccccc2c1 was read as ERK EGF block -6%[57.5 µM].
Screening Cc1nn(-c2ccccc2)nc1C(=O)c1c(C)[nH]n(-c2ccccc2)c1=O returned ERK EGF block -5%[57.5 µM].
Screening CCCNS(=O)(=O)c1ccc(CCC(=O)Nc2ccc3c(c2)OCCO3)cc1 returned ERK EGF block 11%.
CN(C)S(=O)(=O)c1ccc(Cl)c(NC(=O)CSc2nnnn2-c2ccc(O)cc2)c1 was read as ERK EGF block 2%.
CCOC(=O)C1CCN(c2c(NCCC(C)C)c(=O)c2=O)CC1 was read as ERK EGF block 2%[57.5 µM].

A draw from above in order of length of the SMILES, lowest first.
`Cc1nn(C)cc1CNC(=O)c1ccc(F)cc1` gave ERK EGF block 7%.
For COc1cc(C(=O)Nc2cc(C)cc(C)c2)c(-n2cnnn2)cc1OC the results were ERK EGF block -13%.
For O=C1/C(=C/c2ccccc2)Oc2cc(OC(=O)N3CCOCC3)ccc21 the results were ERK EGF block 10%.
O=C1[C@@H]2C(c3cccnc3)=NO[C@@H]2C(=O)N1c1ccc2ccccc2c1 was read as ERK EGF block -6%[57.5 µM].
CN(C)S(=O)(=O)c1ccc(Cl)c(NC(=O)CSc2nnnn2-c2ccc(O)cc2)c1 was read as ERK EGF block 2%.

Next compounds
Screening CN(Cc1ccon1)Cc1cn[nH]c1-c1ccc(-c2ccccc2)cc1 returned ERK EGF block 10%.
For CN(Cc1nc(Cc2cccc(F)c2)no1)CC1CCOCC1 the results were ERK EGF block -2%.
Screening Cn1c(CO)cnc1SCC(=O)c1ccc(Br)cc1 returned ERK EGF block 1%.
Screening C=CCC1(CC=C)CCCN1Cc1nc(COc2ccccc2)no1 returned ERK EGF block -17%[57.5 µM].
Screening COc1ccc(CCNC(=O)Cn2c(=O)n(-c3ccc(F)cc3)c(=O)c3sccc32)cc1OC returned ERK EGF block 5%.
For O=C(CO/N=C/c1ccccc1)N1c2ccccc2Oc2ccccc21 the results were ERK EGF block 5%.
Screening CCCC(=O)OCC(=O)Nc1ccc(N=Nc2ccccc2)cc1 returned ERK EGF block -3%.
O=C(C[n+]1cc(-c2ccc(Cl)c(Cl)c2)n2c1CCC2)c1cccs1 was read as ERK EGF block 3%[57.5 µM].
COC(=O)/C=C1/SC(=Nc2ccc(Cl)c(Cl)c2)NC1=O was read as ERK EGF block 5%[57.5 µM].
Screening COc1c(OC(C)=O)ccc(/C=C/c2ccc3cccc(OCc4ccccc4)c3n2)c1[N+](=O)[O-] returned ERK EGF block -2%.
`CCOC(=O)CSc1ccc(S(=O)(=O)N2CCC(C)CC2)cc1[N+](=O)[O-]` gave ERK EGF block 2%.
Screening O=C(O)CCc1cc(I)c(Oc2ccc(O)c(I)c2)c(I)c1 returned ERK EGF block inconclusive.
Screening CC1CCCCC1NC(=O)c1nnc(Cc2ccc(Cl)cc2)o1 (configuration not stated) returned ERK EGF block 5%.
`Cc1cc(C)c(C(=O)COC(=O)c2ccc(NC(=O)CC#N)cc2)cc1C` gave ERK EGF block -2%[57.5 µM].
For Cc1ccccc1-n1c(SCC(=O)c2c(N)n(C)c(=O)n(C)c2=O)nnc1-c1cccnc1 the results were ERK EGF block -5%.
For COCCn1c(-c2ccccc2)nc2ccccc21 the results were ERK EGF block 4%.
Screening CCOC(=O)c1nc2sc3c(c2c(=O)[nH]1)CCC(C)C3 (configuration not stated) returned ERK EGF block -4%[57.5 µM].
Screening COc1cc(/C=N/N=C/c2c[nH]c(=O)c(C#N)c2Nc2ccccc2)ccc1O returned ERK EGF block -9%[57.5 µM].
